Bioassay records deposited in PubChem BioAssay by several laboratories.
TRAIL sens C8 = sensitizes caspase-8 expressing cells to TRAIL. NB7+C8 cells + TRAIL, ATPlite viability luminescence. inhibition (viability loss, TRAIL sensitization), % at 10 µM. hit rate 1% among 360,000. AID 624354;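 active = compounds causing at least 50% loss of cell viability in the single-dose screen, relative to plate controls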
TROY signal inh = TROY signaling inhibition; Q293 LMP1-TROYcd NF-kB luciferase reporter, 4 h; hit rate 0.98% among 360,000; inhibition, % at 10 µM; AID 1347056;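 active = compounds whose plate-normalised and pattern-corrected inhibition of the luciferase reporter signal at the single screening dose is 50% or more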
LRH-1 inv ag = suppresses constitutive activity of human LRH-1; O00482; HEK293T StAR-luciferase reporter, LRH-1 transfected, 24 h; inhibition, % at 3.6 µM; hit rate 0.13% among 360,000;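 active = inhibition above the mean inhibition of all tested compounds plus 3 SD, cut at about 73% in these data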;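 also: 0% = DMSO wells and 100% = reporter-only cells lacking LRH-1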
SRC2 inh = human SRC2 (NCOA2) inhibition. HEK293 GAL4-SRC2 luciferase reporter, luminescence. inhibition, % at 9 µM. hit rate 0.17% among 370,000;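 active = inhibition above the mean inhibition of all tested compounds plus 3 SD, set per campaign, cut at about 52% in these data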;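 also: 0% = DMSO treated cells and 100% = cells given Gossypol at 36 µM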
TLR9-MyD88 block = inhibitors of human TLR9-MyD88 binding | CHO BLA complementation TLR9-MyD88, CCF4 FRET ratio | hit rate 0.21% among 340,000 | inhibition, % at 4.98 µM | Q9NR96+Q99836;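 active = inhibition above the mean over all tested compounds plus 3 SD, cut at about 21% in these data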;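 also: 0% = DMSO only wells and 100% = clavulanate BLA inhibitor control wells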
COUP-TFII inh = NR2F2 (human) inhibition, primary screen | inhibition, % at 8.6 µM | HEK293T NGFI-A luciferase reporter, luminescence | AID 686940 | hit rate 0.7% among 370,000 | P24468;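 active = inhibition above a per-plate cutoff, mean inhibition of test wells between control levels plus 3 SD, cut at about 38% in these data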;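 also: cells cotransfected with COUP-TFII expression vector driving the NGFI-A reporter; 0% = median of COUP-TF2 test wells and 100% = reporter-only cells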
Target sequence (P24468 whole entry, looked up): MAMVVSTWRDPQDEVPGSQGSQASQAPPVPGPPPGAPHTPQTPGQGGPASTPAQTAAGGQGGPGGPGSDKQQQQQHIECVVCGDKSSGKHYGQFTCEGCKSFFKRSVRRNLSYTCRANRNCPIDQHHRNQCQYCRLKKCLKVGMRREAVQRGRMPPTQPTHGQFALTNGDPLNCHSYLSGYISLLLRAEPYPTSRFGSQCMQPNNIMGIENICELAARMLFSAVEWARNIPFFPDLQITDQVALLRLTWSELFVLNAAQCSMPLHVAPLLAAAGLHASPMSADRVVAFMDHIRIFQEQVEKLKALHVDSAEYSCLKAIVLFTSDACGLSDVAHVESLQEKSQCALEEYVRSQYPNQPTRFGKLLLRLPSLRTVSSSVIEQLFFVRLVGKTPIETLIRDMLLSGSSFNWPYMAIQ
TWEAK Fn14 block = inhibitors of TWEAK-Fn14 interaction signaling | TWEAK-stimulated Fn14 reporter cells, luciferase luminescence, 8 h | inhibition, % at 10 µM | hit rate 2% among 360,000 | AID 1159606; in the data active = inhibition above about 50%
EBV LMP1 NFkB = reduces LMP1-driven NF-kappaB luciferase signal. LMP1-induced NF-kappaB luciferase reporter cells, luminescence. inhibition, % at 12.5 µM. hit rate 0.69% among 350,000; in the data active = inhibition above about 41%;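 also: 0% = neutral control wells and 100% = reference inhibitor control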
NOD2-RIPK2 inh = blocks binding of human NOD2 to RIPK2. O43353. CHO BLA complementation NOD2-RIPK2, CCF4 ratio. inhibition, % at 4.98 µM. hit rate 0.38% among 360,000. AID 624267; in the data active = inhibition above about 21%;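 also: 0% = vehicle only and 100% = reference blocker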
Target sequence (O43353 whole entry, looked up): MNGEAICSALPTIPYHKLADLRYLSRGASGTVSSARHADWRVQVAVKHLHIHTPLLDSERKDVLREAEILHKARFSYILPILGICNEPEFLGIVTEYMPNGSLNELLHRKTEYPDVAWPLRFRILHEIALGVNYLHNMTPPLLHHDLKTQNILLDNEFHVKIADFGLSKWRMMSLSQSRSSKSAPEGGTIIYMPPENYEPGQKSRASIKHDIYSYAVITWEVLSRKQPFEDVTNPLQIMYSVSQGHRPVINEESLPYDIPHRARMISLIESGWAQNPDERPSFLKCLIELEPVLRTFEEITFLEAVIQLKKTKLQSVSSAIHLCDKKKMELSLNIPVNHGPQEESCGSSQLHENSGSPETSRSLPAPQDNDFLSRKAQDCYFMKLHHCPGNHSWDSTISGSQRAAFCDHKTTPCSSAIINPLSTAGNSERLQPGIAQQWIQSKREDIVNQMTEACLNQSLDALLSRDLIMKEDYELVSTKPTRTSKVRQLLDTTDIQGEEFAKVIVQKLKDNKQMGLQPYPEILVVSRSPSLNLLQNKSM
SRC1 inh = inhibitors of human steroid receptor coactivator 1 (SRC1). Q15788. HEK293 GAL4-SRC1 luciferase reporter, luminescence. inhibition, % at 3.6 µM. hit rate 0.12% among 360,000;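 active = inhibition above the campaign mean plus 3 SD, with each screening campaign given its own cutoff, cut at about 60% in these data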;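 also: 0% = DMSO treated cells and 100% = gossypol at 36 µM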
NCOA3 inh = inhibits human SRC3 coactivator; Q9Y6Q9; HEK293 GAL4-SRC3 luciferase reporter, luminescence; inhibition, % at 3.6 µM; hit rate 0.17% among 360,000; AID 588352;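 active = inhibition above a per-campaign cutoff, the mean of all compounds plus 3 SD, cut at about 60% in these data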;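 also: 0% = DMSO-treated cells and 100% = gossypol-treated cells at 36 µM; higher means less SRC3-driven luciferase light from the GAL4 reporter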
The depositor's hits bear a star; / = no result given. The list is partial; the hit share may differ from the screen's.

SMILES	TRAIL sens C8	TROY signal inh	LRH-1 inv ag	SRC2 inh	TLR9-MyD88 block	COUP-TFII inh	TWEAK Fn14 block	EBV LMP1 NFkB	NOD2-RIPK2 inh	SRC1 inh	NCOA3 inh
O=C(CCCc1nc(-c2ccc(Cl)cc2)no1)NC1CCCCC1	13	-26	-2	11	-15	8	28	29	-13	-12	1
CSc1ncc2c(=O)[nH]c(-c3ccccc3)nc2n1	-5	-3	2	-4	6	5	12	3	-8	-3	-9
CSc1cccc(NC(=S)N2CCC(N(C)C3CCCC3)CC2)c1	-9	-6	-16	20	-10	7	-10	-3	3	-1	3
COc1cccc(CN2CC(C(=O)NCc3ncc(C)[nH]3)CCC2=O)c1 (configuration not stated)	9	7	2	21	2	-3	1	1	5	8	9
CC1Sc2ccc(C(=O)O)cc2NC1=O (configuration not stated)	-3	-17	1	11	-6	7	11	9	-8	-19	6
CC(C)CCn1c(=O)c2sccc2n2c(CCCC(=O)N3CCN(c4ccccn4)CC3)nnc12	-6	3	14	-3	-3	5	29	5	6	-9	4
Cc1csc(NC(=O)Cc2ccccc2[N+](=O)[O-])n1	-6	-12	11	-31	6	-7	-14	-7	-7	-5	4
O=C(CSc1nc2[nH]ncc2c(=O)[nH]1)Nc1ccc(Cl)c(Cl)c1	2	-6	11	14	-13	0	5	-3	3	-4	3
COc1ccc(/C=C2\C(=O)NC(=S)N2C(=O)c2ccc(F)cc2)cc1	-10	-45	-54	-7	-15	-3	-4	9	-9	-42	-3
CC1(OC(=O)CCc2ccccc2)C(=O)C=C2C=C(c3ccc(C#N)cc3)N(C3CCCCC3)C=C2C1=O (configuration not stated)	-1	-8	11	-2	-2	10	-5	7	-7	1	5
Cc1nc2ccccn2c1C(=O)N/N=C/c1ccc(F)cc1	-19	1	-14	-6	-1	-27	2	-7	-11	-7	4
Cc1ccc(NC(=O)CN(C)CC(=O)Nc2ccc(F)c(Cl)c2)cc1	-3	-6	-6	20	6	7	7	-1	-2	-8	20

Full records from above:
`Cc1ccc(NC(=O)CN(C)CC(=O)Nc2ccc(F)c(Cl)c2)cc1` across the screens: TRAIL sens C8 = -3; TROY signal inh = -6; LRH-1 inv ag = -6; SRC2 inh = 20; TLR9-MyD88 block = 6; COUP-TFII inh = 7; TWEAK Fn14 block = 7; EBV LMP1 NFkB = -1; NOD2-RIPK2 inh = -2; SRC1 inh = -8; NCOA3 inh = 20
`O=C(CSc1nc2[nH]ncc2c(=O)[nH]1)Nc1ccc(Cl)c(Cl)c1` across the screens: TRAIL sens C8 = 2; TROY signal inh = -6; LRH-1 inv ag = 11; SRC2 inh = 14; TLR9-MyD88 block = -13; COUP-TFII inh = 0; TWEAK Fn14 block = 5; EBV LMP1 NFkB = -3; NOD2-RIPK2 inh = 3; SRC1 inh = -4; NCOA3 inh = 3

Further results follow:
SMILES	TRAIL sens C8	TROY signal inh	LRH-1 inv ag	SRC2 inh	TLR9-MyD88 block	COUP-TFII inh	TWEAK Fn14 block	EBV LMP1 NFkB	NOD2-RIPK2 inh	SRC1 inh	NCOA3 inh
Cc1nc(NCCCn2ccnc2)c2ccccc2n1	-21	4	-1	10	7	-12	-5	-12	1	15	22
COc1cc(CNCCc2ccccc2)cc(Br)c1OCC(=O)Nc1ccccc1C	9	-20	-8	4	0	-11	-36	-4	-2	12	24
CC(=O)n1cc([C@@H]2C=C(C(=O)N3CCN(Cc4ccccc4)CC3)O[C@H](OCc3ccc(CO)cc3)C2)c2ccccc21	14	9	27	15	-8	24	7	2	-2	2	7
O=C(CC(Nc1ccccc1)c1ccccc1)C1CC1 (configuration not stated)	-3	16	17	-23	7	-25	-2	-1	-3	-7	11
CCCC(=O)Nc1c(C)n[nH]c1C	-6	4	-7	4	0	0	7	4	-10	-44	-26
C[C@H](CO)N1C[C@H](C)[C@@H](CN(C)C(=O)Nc2ccc3c(c2)OCO3)Oc2c(NS(=O)(=O)c3ccccc3)cccc2C1=O	-17	-15	-25	0	-4	-3	-13	0	-13	0	4
CCN1CCN(S(=O)(=O)c2ccc(Cl)c(C(=O)N(C)C(c3ccccc3)c3ccccc3)c2)CC1	-3	0	12	5	-5	-4	12	2	10	8	-4
CCOC(=O)CC(=O)CSc1nc2c(sc(=S)n2-c2ccccc2)c(=O)[nH]1	-8	15	-18	8	12	11	2	1	-10	10	-1
COc1cccc(COC(=O)C2CCN(S(=O)(=O)c3cccs3)CC2)c1OC	8	18	5	-7	2	0	-10	4	2	-15	-2
Cc1cccc(OCC(O)Cn2c(=N)n(CCN3CCCCC3)c3ccccc32)c1 (configuration not stated)	7	-15	13	-4	-8	-9	-43	6	1	8	36
CCOc1ccc(N(CC(=O)NCc2ccccc2)S(C)(=O)=O)cc1	-15	/	-13	-37	0	-16	2	-4	-4	-16	-12
O=C(CC1C(=O)NCCN1C/C=C/c1ccccc1)NCCc1cnccn1 (configuration not stated)	-3	-16	-2	9	-5	-4	12	-5	-5	2	-7
CCCNC(=O)C1(C)CCCN(C(=O)c2cccc(OC(C)=O)c2C)C1 (configuration not stated)	5	-3	0	-4	/	2	-1	/	-11	7	-11
C[C@@H]1CN([C@@H](C)CO)C(=O)c2cccc(NC(=O)C3CCCCC3)c2O[C@@H]1CN(C)Cc1ccc(Cl)c(Cl)c1	10	12	-9	-11	-5	10	-22	0	-5	-16	6
CCc1ccc(C2NC(=O)c3ccccc3O2)cc1 (configuration not stated)	-4	-25	-28	-45	0	-2	11	2	3	6	-13
Cc1nnc(SCC(=O)Nc2ccc(Oc3ccccc3)cc2)n1N	25	12	-13	-12	3	-19	1	2	-6	-7	16
CCCc1nc(N)c(C#N)c(-c2cccnc2)c1CC	-1	4	-2	5	-2	10	-6	-3	-2	10	2
O=S(=O)(NCC(c1ccco1)N1CCN(c2ccc(F)cc2)CC1)c1ccc2c(c1)OCCO2 (configuration not stated)	12	22	4	-28	3	7	26	8	-3	-4	-17
COc1ccc(NC(=O)CCCNC(=O)c2ccc(Cl)cc2)cc1S(=O)(=O)N1CCOCC1	-13	-1	4	15	7	2	9	0	-5	0	-6
COc1ccc2nc(N3CCCC3)[nH]c2c1	-11	-19	6	-25	1	-15	9	2	5	-12	-18
Cc1ccc(S(=O)(=O)C(C#N)c2nc3ccccc3nc2OCCO)cc1 (configuration not stated)	-9	23	-11	-5	3	1	-12	-4	-2	18	9
O=C(Nc1ccc(F)cc1)Nc1nnc(-c2ccncc2)s1	20	14	5	-2	-1	3	44	-8	-10	11	8
CC(C)CN1CCC(=O)NC1=S	-10	2	1	-13	-17	2	5	-5	-7	0	9
O=C(Cn1cncn1)NCc1cccc(C(F)(F)F)c1	8	23	7	-10	5	-7	0	5	-4	10	9
Clc1cccc2c3c([nH]c12)CCNC3	-3	-6	-3	-33	-4	17	1	0	5	3	-22
COc1ccc(NC(=O)C[C@H]2C(=O)N(Cc3cccnc3)C[C@@H]2Cc2ccccc2)cc1	-1	16	-18	0	-4	-5	6	6	0	-7	-3
NC1=NS(=O)(=O)NC1c1ccc(Cl)cc1 (configuration not stated)	-19	7	13	-8	-2	17	8	-2	-2	-7	8
COC(=O)CNc1cccc(C(F)(F)F)c1	-8	8	4	-13	3	-8	-15	2	-5	-17	9
CCCC(=O)N1CCN(c2ccc(NC(=O)c3ccc([N+](=O)[O-])o3)cc2)CC1	24	5	52	-2	-3	-33	-6	-29	7	-24	1
CC(O)c1cccc(NC(=O)CC(c2ccccc2)c2ccccc2)c1 (configuration not stated)	-4	-2	3	-21	-1	23	86*	2	6	-14	-7
COc1ccc(N2CCN(C(=O)c3c(C)nn(-c4ccccc4)c3C)CC2)cc1	-7	-12	18	9	0	5	19	-3	-2	9	18
CCCCn1c(SCCN2CCCCC2)nc2c1c(=O)n(C)c(=O)n2C	0	-2	7	19	11	5	-1	-4	-2	-5	-20
CCOc1ccccc1/C=N/N1CCN(Cc2ccccc2)CC1	-9	8	8	-30	-19	11	6	5	-4	13	2
OCCN1CCN(c2ncnc3ccc(Br)cc23)CC1	12	27	30	44	2	36	49	26	-12	59	45
Cc1nc2ncnn2c(N2CCC(C(=O)NC3CCCC3)CC2)c1Cc1ccccc1	0	-2	-4	10	-12	3	2	-26	-8	5	-6
COc1ccccc1N/C(N)=N/c1nc(C(F)(F)F)cc(=O)[nH]1	-6	7	-2	-5	-2	17	-8	-4	-10	0	-8
Cc1ccccc1-c1cc2nc(NCc3ccc(N(C)C)cc3)n(C)c(=O)c2s1	30	-34	-42	-13	/	18	23	/	9	-22	-36
CC(C)=CC(=O)Nc1nnc(C(C)C)s1	-6	-42	-151	-22	-6	-41	18	3	2	-100	-80
Cc1ccc(CC2C(=O)N(c3ncccn3)C(=O)C2C)cc1 (configuration not stated)	5	-5	5	-7	11	-4	15	-10	5	-12	6
CCOc1ccc(N(C(C)C(=O)Nc2cccnc2)S(C)(=O)=O)cc1 (configuration not stated)	-1	23	2	-7	13	9	-8	-12	-5	-6	18
O=[N+]([O-])c1cc(S(=O)(=O)N2CCCCCC2)ccc1F	75*	9	-17	11	18	0	-1	-18	30*	-5	20
O=C(COC(=O)c1n[nH]c2ccccc12)c1ccc(F)c(F)c1	6	-31	-1	-11	-15	-1	-15	-6	-4	-3	3
CCOC(=O)c1cc(C)n(S(=O)(=O)c2ccc(C)cc2)c1C	7	17	-1	12	0	3	15	2	-8	9	-4
CC(NC(=O)Nc1ccc(Cl)cc1)c1ccccc1 (configuration not stated)	5	-34	-22	-34	1	8	7	-2	-6	-6	0
CC1=CC(C)(C)N(C(=O)c2ccccc2)c2ccc(C)cc21	1	-4	16	20	2	-14	22	2	1	-8	9
CC1(C)CCCN(Cc2c(O)ccc3c(=O)c(-c4nc5ccccc5s4)c(N)oc23)C1	23	-62	-34	-29	-2	-16	-27	-13	-6	-38	-44
COc1ccc(C(=O)N2CCC(C(=O)Nc3ccc4c(c3)OCO4)CC2)cc1	-6	8	-3	-16	2	8	7	-13	-6	-8	7
O=C(C/C=N/OCc1ccc(Cl)cc1Cl)c1ccc(Cl)cc1	-2	-4	-7	3	0	4	17	-2	-7	-10	9
N/C(Cc1ccc([N+](=O)[O-])cc1)=N\OC(=O)C1CCCCC1	-8	-37	-11	-12	4	-17	-9	-6	-2	-22	-19
CCN(CC)c1ccc(/C=C2/C(=O)c3ccc(C(=O)O)cc3C2=O)cc1	17	-43	-11	-19	0	-15	-3	-16	-1	-57	-60
COCCN(C(=O)CSc1nnc(-c2ccccc2F)n1N)c1c(N)n(Cc2ccccc2)c(=O)[nH]c1=O	-18	-14	11	-8	2	19	8	-1	0	-3	12
COc1ccccc1C(=O)N/C(=C\c1ccccc1)C(=O)NC(C)C(=O)O (configuration not stated)	0	-12	-5	-4	-8	-11	12	-9	7	4	-1
CCCNC(=O)C1(C)CCCN(C(=O)c2ccc(F)cc2Cl)C1 (configuration not stated)	2	-10	-5	5	/	-12	-4	/	7	-2	1
O=[N+]([O-])c1ccc(N/N=C/c2cccc(O)c2O)cc1	32	-23	-55	-7	7	5	-64	-52	9	-71	-85
COc1ccc(NC(=O)C(c2ccc(C)cc2)N(C)C(=O)c2ccc(=O)[nH]c2)cc1 (configuration not stated)	2	-22	-4	5	-5	-17	-5	5	0	-7	-9
N#Cc1cccnc1N1CCN(C(=O)c2ccc3c(c2)S(=O)(=O)c2ccccc2C3=O)CC1	-2	6	-5	-17	6	6	-30	-7	-4	3	5
